Screens: PubChem, NMMLSC
Myeloid diff MLP: myeloid differentiation induction | ER-HoxA9 myeloid progenitors, lysozyme-GFP differentiation, flow cytometry | calls only at 10 µM | 360,000 compounds, 1% hits;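 active = normalized GFP-positive differentiation at or above the plate's own cutoff, the solvent-only control mean plus 3 SD; inconclusive = no clear call, values can overlap the other calls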;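 note: cells exposed to compound for four days before flow analysis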
Myeloid diff MLP GFP+ MAC1+ %: second read-out of Myeloid diff MLP, no call of its own (marks repeat the call); GFP+ MAC1+ double positive, %; measured here: differentiation confirmed by MAC1 staining
* marks the source's active call; other numbers are inactive results. The list is partial (hit frequency here may not be typical).

`CCCCNC(=O)C1c2ccccc2OCC(=O)N1CCc1c[nH]c2ccccc12` (stereo not drawn) gave Myeloid diff MLP inactive and Myeloid diff MLP GFP+ MAC1+ % 1.2.
Screening CN(CCc1ccccc1)C(=O)c1ccc(NC(=O)Cc2ccc(NC(=O)C3CCCN(C(=O)C4CCCC4)C3)cc2)cc1 (stereo not drawn) returned Myeloid diff MLP inactive and Myeloid diff MLP GFP+ MAC1+ % 0.4.
For Cc1ccc(S(=O)(=O)N2C[C@H]3C(=O)C[C@@H](c4cccc(Cl)c4)N(S(=O)(=O)c4ccc(C)cc4)[C@H]3C[C@H]2c2ccccc2)cc1 the results were Myeloid diff MLP inactive and Myeloid diff MLP GFP+ MAC1+ % 1.1.
`O=C1[C@@H](c2ccccc2)CC[C@@H]2C=CC[C@H]3CCN1[C@@H]32` gave Myeloid diff MLP inactive and Myeloid diff MLP GFP+ MAC1+ % 1.4.
Screening COc1ccc(C(O)c2ncc(-c3ccccc3)[nH]2)cc1F (stereo not drawn) returned Myeloid diff MLP inactive and Myeloid diff MLP GFP+ MAC1+ % 0.5.
CC1(CO)CCCC1NCCNC1CCCC1(C)CO (stereo not drawn) was read as Myeloid diff MLP inactive and Myeloid diff MLP GFP+ MAC1+ % 1.0.
Screening CCC[C@H]1CN(c2ccccc2)C(=O)[C@@H]1CC(=O)Nc1ccccc1 returned Myeloid diff MLP inactive and Myeloid diff MLP GFP+ MAC1+ % 0.5.
Screening COc1ccc(NC(=O)c2cc(-c3ccc(F)cc3OC)n[nH]2)c(C)c1 returned Myeloid diff MLP inactive and Myeloid diff MLP GFP+ MAC1+ % 1.0.
For O=C(C=Cc1ccco1)c1ccc([N+](=O)[O-])cc1 the results were Myeloid diff MLP inactive and Myeloid diff MLP GFP+ MAC1+ % 0.9.
For COC(=O)c1ccc2nc(-c3cccc(Cl)c3)c(Cc3ccsc3)n2c1 the results were Myeloid diff MLP inactive and Myeloid diff MLP GFP+ MAC1+ % 1.2.
For CC1(C(=O)Nc2cnc3ccccc3c2)CCN1Cc1ccccc1Cl (stereo not drawn) the results were Myeloid diff MLP inactive and Myeloid diff MLP GFP+ MAC1+ % 0.2.
`Cc1ccc(CN2C(=O)CCC2(C)c2nnnn2-c2c(C)cccc2C)cc1` (stereo not drawn) gave Myeloid diff MLP inactive and Myeloid diff MLP GFP+ MAC1+ % 0.9.
`O=C1NC(=O)C2(CCCCCC2)N1` gave Myeloid diff MLP inactive and Myeloid diff MLP GFP+ MAC1+ % 0.6.
O=C(O)c1ccccc1-c1ccccc1C(=O)Nc1ccc2oc(=O)c3ccccc3c2c1 was read as Myeloid diff MLP inactive and Myeloid diff MLP GFP+ MAC1+ % 0.6.
`c1ccc(COc2ncnc3c2ncn3CCCN2CCN(c3ccccn3)CC2)cc1` gave Myeloid diff MLP inactive and Myeloid diff MLP GFP+ MAC1+ % 0.2.
O=C(NC1CCC1)C1CCC(=O)N(Cc2ccc(Cl)cc2)C1 (stereo not drawn) was read as Myeloid diff MLP inactive and Myeloid diff MLP GFP+ MAC1+ % 1.3.
O=C(NCCO)c1cccc(-c2cnc3c(Nc4cccc(OC(F)(F)C(F)F)c4)nccn23)c1 was read as Myeloid diff MLP inactive and Myeloid diff MLP GFP+ MAC1+ % 0.6.
Screening C[C@@H]1CN([C@@H](C)CO)S(=O)(=O)c2ccc(Br)cc2O[C@H]1CN(C)Cc1ccncc1 returned Myeloid diff MLP inactive and Myeloid diff MLP GFP+ MAC1+ % 0.4.
`COc1ccccc1CN(C)C(=O)c1cc(S(=O)(=O)N2CCCCCC2)ccc1OC` gave Myeloid diff MLP inactive and Myeloid diff MLP GFP+ MAC1+ % 2.6.
For Cc1cccc(CN2CCN(C3CN(Cc4cn(Cc5cc(C)cc(C)c5)nn4)S(=O)(=O)C3)CC2)c1 (stereo not drawn) the results were Myeloid diff MLP inactive and Myeloid diff MLP GFP+ MAC1+ % 0.6.
For Cc1cn([C@H]2C[C@H](O)[C@@H](CNC(=O)[C@H](N)C3CC3)O2)c(=O)[nH]c1=O the results were Myeloid diff MLP inactive and Myeloid diff MLP GFP+ MAC1+ % 0.8.
Screening COC1=CC(=O)C(OC)=C(OC)C1=O returned Myeloid diff MLP inconclusive.
For O=[N+]([O-])c1cc2c(cc1Br)-c1ccccc1C2 the results were Myeloid diff MLP inactive and Myeloid diff MLP GFP+ MAC1+ % 0.6.
`COc1ccccc1-c1cc(NC(C)=O)c2ncc(-c3cccc(C(F)(F)F)c3)n2c1` gave Myeloid diff MLP inactive and Myeloid diff MLP GFP+ MAC1+ % 0.9.
`CCOC(=O)N(C)c1c(CC)nc2c(OCc3ccccc3C)cccn12` gave Myeloid diff MLP inactive and Myeloid diff MLP GFP+ MAC1+ % 1.5.
Screening Cc1ccc(OC(=O)N(C)C[C@@H]2OCc3cn(nn3)CCCC(=O)N([C@H](C)CO)C[C@H]2C)cc1 returned Myeloid diff MLP inactive and Myeloid diff MLP GFP+ MAC1+ % 0.5.
For COc1ccccc1C=C1CCc2ccccc2C1=O the results were Myeloid diff MLP inactive and Myeloid diff MLP GFP+ MAC1+ % 0.6.
OC(c1ccc(Cl)c(F)c1)c1ncc(-c2cccc(F)c2)[nH]1 (stereo not drawn) was read as Myeloid diff MLP inactive and Myeloid diff MLP GFP+ MAC1+ % 1.0.
For CCN1C(=O)[C@@H]2[C@@H]3CN(S(=O)(=O)c4ccccc4C)[C@@H](c4ccc(Cl)cc4)[C@@H]3C(=O)C[C@@H]2C1=O the results were Myeloid diff MLP inactive and Myeloid diff MLP GFP+ MAC1+ % 0.5.
Screening Cc1ccc(C(=O)NCC(=O)N(C)Cc2ccccc2C)s1 returned Myeloid diff MLP inactive and Myeloid diff MLP GFP+ MAC1+ % 0.8.
`CCOc1ccc(N2CC(C(=O)Nc3cccc(S(=O)(=O)N4CCOCC4)c3)CC2=O)cc1` (stereo not drawn) gave Myeloid diff MLP inactive and Myeloid diff MLP GFP+ MAC1+ % 1.2.
Screening COc1ccc2sc3cccc(NCCN(C)C)c3c(=O)c2c1 returned Myeloid diff MLP inconclusive.
`C[C@@H]1CN([C@H](C)CO)C(=O)c2cc(Br)cnc2O[C@@H]1CN(C)C(=O)Nc1ccccc1` gave Myeloid diff MLP inactive and Myeloid diff MLP GFP+ MAC1+ % 1.2.
`O=C(NCc1ccncc1)[C@@H]1CCCN1C(=O)[C@@H]1CCCN1C(=O)c1ccccc1` gave Myeloid diff MLP inactive and Myeloid diff MLP GFP+ MAC1+ % 0.1.
`COc1ccc(CN(C)C(=O)[C@H]2O[C@@H](n3ccc(=O)[nH]c3=O)[C@H](O)[C@@H]2O)cc1OC` gave Myeloid diff MLP inactive and Myeloid diff MLP GFP+ MAC1+ % 0.9.
For CCCCN(C)c1c(C)nc2ccc(C(=O)Nc3ccc(OC)c(OC)c3)cn12 the results were Myeloid diff MLP inactive and Myeloid diff MLP GFP+ MAC1+ % 0.4.

Continued, starting with the last six of the part before.
`CCOc1ccc(N2CC(C(=O)Nc3cccc(S(=O)(=O)N4CCOCC4)c3)CC2=O)cc1` (stereo not drawn) gave Myeloid diff MLP inactive and Myeloid diff MLP GFP+ MAC1+ % 1.2.
Screening COc1ccc2sc3cccc(NCCN(C)C)c3c(=O)c2c1 returned Myeloid diff MLP inconclusive.
`C[C@@H]1CN([C@H](C)CO)C(=O)c2cc(Br)cnc2O[C@@H]1CN(C)C(=O)Nc1ccccc1` gave Myeloid diff MLP inactive and Myeloid diff MLP GFP+ MAC1+ % 1.2.
`O=C(NCc1ccncc1)[C@@H]1CCCN1C(=O)[C@@H]1CCCN1C(=O)c1ccccc1` gave Myeloid diff MLP inactive and Myeloid diff MLP GFP+ MAC1+ % 0.1.
`COc1ccc(CN(C)C(=O)[C@H]2O[C@@H](n3ccc(=O)[nH]c3=O)[C@H](O)[C@@H]2O)cc1OC` gave Myeloid diff MLP inactive and Myeloid diff MLP GFP+ MAC1+ % 0.9.
For CCCCN(C)c1c(C)nc2ccc(C(=O)Nc3ccc(OC)c(OC)c3)cn12 the results were Myeloid diff MLP inactive and Myeloid diff MLP GFP+ MAC1+ % 0.4.
Screening NC(c1ccccc1)c1csc(Nc2ccccn2)n1 (stereo not drawn) returned Myeloid diff MLP inactive and Myeloid diff MLP GFP+ MAC1+ % 0.4.
Screening Nc1ccc2c(c1)Cc1cc(N)c(Cl)cc1-2 returned Myeloid diff MLP inactive and Myeloid diff MLP GFP+ MAC1+ % 1.7.
For CN(C)CCNC(=O)C1Cc2c(-c3ccccc3Oc3ccccc3)ccnc2O1 (stereo not drawn) the results were Myeloid diff MLP inactive and Myeloid diff MLP GFP+ MAC1+ % 0.6.
Screening COc1cccc(NC(=S)N2CCC(C(=O)c3ccc(F)cc3)CC2)c1 returned Myeloid diff MLP inactive and Myeloid diff MLP GFP+ MAC1+ % 0.9.
`C[C@@H]1CN([C@H](C)CO)C(=O)c2cc(Br)cnc2O[C@@H]1CN(C)C(=O)Nc1cccc(F)c1` gave Myeloid diff MLP inactive and Myeloid diff MLP GFP+ MAC1+ % 0.5.
COc1ccc2c(c1)C(CC(C)=O)N(c1ccc(-c3cccnc3)cc1)C(c1ccsc1)=C2 (stereo not drawn) was read as Myeloid diff MLP inactive and Myeloid diff MLP GFP+ MAC1+ % 1.3.
`O=C1C2CCCCN2C(=O)N1CCCN1CCN(c2cccc(C(F)(F)F)c2)CC1` (stereo not drawn) gave Myeloid diff MLP inactive and Myeloid diff MLP GFP+ MAC1+ % 0.2.
C[C@@H]1CN([C@@H](C)CO)C(=O)c2cc(NC(=O)Nc3cccc4ccccc34)ccc2O[C@@H](C)CCCCO[C@H]1CN(C)C(=O)c1ccccc1 was read as Myeloid diff MLP inactive and Myeloid diff MLP GFP+ MAC1+ % 0.8.
For O=C(c1ccc(C(F)(F)F)cc1)N1CCC(=O)N([C@H](COCc2ccc(Cl)cc2)Cc2ccccc2)CC1 the results were Myeloid diff MLP inactive and Myeloid diff MLP GFP+ MAC1+ % 1.2.
For COc1cccc(CNc2nc3cc(C(C)=C(C)C)sc3c(=O)n2C)c1 the results were Myeloid diff MLP inactive and Myeloid diff MLP GFP+ MAC1+ % 0.5.
COc1ccc(CN(C)C(=O)C(Cc2ccccc2)NC(=O)c2ccccc2)c(OC)c1OC (stereo not drawn) was read as Myeloid diff MLP inactive and Myeloid diff MLP GFP+ MAC1+ % 1.7.
Screening COc1cc(C(O)c2nc(-c3ccccc3C)cs2)ccc1F (stereo not drawn) returned Myeloid diff MLP inactive and Myeloid diff MLP GFP+ MAC1+ % 1.2.
For Cc1ccc(C(=O)NCC(=O)OCc2nc3ccsc3c(=O)[nH]2)cc1C the results were Myeloid diff MLP inactive and Myeloid diff MLP GFP+ MAC1+ % 0.4.
For CCOc1ccc(-c2cc(C(=O)NCc3cc(C(F)(F)F)cc(C(F)(F)F)c3)[nH]n2)c(C)c1 the results were Myeloid diff MLP inactive and Myeloid diff MLP GFP+ MAC1+ % 1.0.
`COc1ccc2c(c1)CCC1(C)CC(=O)C(Br)=C21` (stereo not drawn) gave Myeloid diff MLP inactive and Myeloid diff MLP GFP+ MAC1+ % 1.0.
`COc1cc(C(=O)N2CCCCC2c2cc(C(=O)Nc3ccccc3)no2)cc(OC)c1C` (stereo not drawn) gave Myeloid diff MLP inactive and Myeloid diff MLP GFP+ MAC1+ % 0.4.
NC(c1csc(Nc2ccc(C(=O)NCCCO)cn2)n1)C1CCCCC1 (stereo not drawn) was read as Myeloid diff MLP inactive and Myeloid diff MLP GFP+ MAC1+ % 1.4.
For CC1=C(SCc2ccccc2)C(=O)c2ccccc2C1=O the results were Myeloid diff MLP inactive and Myeloid diff MLP GFP+ MAC1+ % 2.2.
COc1cc(/C=C/CNC[C@H]2O[C@@H](n3cc(C)c(=O)[nH]c3=O)C[C@@H]2O)ccc1O was read as Myeloid diff MLP inactive and Myeloid diff MLP GFP+ MAC1+ % 0.7.
Screening CC(=O)c1ccc(Nc2nc(-c3ccccc3)nc3ccccc23)cc1 returned Myeloid diff MLP inactive and Myeloid diff MLP GFP+ MAC1+ % 0.1.
For CCCCCCN1CCN(C2CN(Cc3cn(CCCCCC)nn3)S(=O)(=O)C2)CC1 (stereo not drawn) the results were Myeloid diff MLP inactive and Myeloid diff MLP GFP+ MAC1+ % 0.5.
CCC(=O)N1CCC1(C)C(=O)Nc1cc(OC)ccc1OC (stereo not drawn) was read as Myeloid diff MLP inactive and Myeloid diff MLP GFP+ MAC1+ % 1.3.
Screening COc1cccc(C(C)(O)c2nc(-c3cccc(F)c3)cs2)c1 (stereo not drawn) returned Myeloid diff MLP inactive and Myeloid diff MLP GFP+ MAC1+ % 0.8.
Screening O=C(OCc1ccccc1)N1C[C@H](O)[C@H](O)C[C@@H]1c1c(Cl)cccc1Br returned Myeloid diff MLP inactive and Myeloid diff MLP GFP+ MAC1+ % 0.4.
Screening C[C@H]1[C@@H](c2ccccc2)Oc2ccc(Cl)cc2S(=O)(=O)N1Cc1ccc(F)cc1F returned Myeloid diff MLP inactive and Myeloid diff MLP GFP+ MAC1+ % 0.8.
`S=c1[nH]nc(COc2ccccc2)n1-c1ccc(Cl)cc1` gave Myeloid diff MLP inactive and Myeloid diff MLP GFP+ MAC1+ % 0.2.
For CCC(CC)C(=O)N(C)c1c(C)nc2c(OCc3ccc(C(F)(F)F)cc3)cccn12 the results were Myeloid diff MLP inactive and Myeloid diff MLP GFP+ MAC1+ % 0.3.
COc1ccc(C(=O)Nc2nc(OCC(F)(F)F)cnc2/C=C\c2ccccc2)c(OC)c1 was read as Myeloid diff MLP inactive and Myeloid diff MLP GFP+ MAC1+ % 0.9.
